Compound activity from PubChem BioAssay.
mIAP act: increases mouse intestinal alkaline phosphatase activity; muIAP, CDP-Star luminescence, 30 min; hits give high values; 1 = vehicle-only enzyme signal, 0 = enzyme-free wells; activation factor at 10 µM; 330,000 compounds, 0.24% hits; AID 2805;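 active means activation factor of at least 2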; further: the source names both 10 and 20 µM as test concentration; values of inactives mirror those of a sister screen read the other way
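System: Mouse IAP enzyme | Also added: CDP-Star substrate | Dosing: Compounds dispensed in DMSO | Schedule: 30 min enzyme-substrate-compound incubation at room temperature | Technique: Chemiluminescence readout | Control set: DMSO-only wells and no-enzyme negative control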
APOBEC3A inh: inhibitors of human APOBEC3A DNA deaminase; inhibition, % at 20 µM; 330,000 compounds, 0.41% hits; AID 493011; recombinant A3A, FAM/TAMRA ssDNA deamination fluorescence;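 active means at least 40% inhibition at 20 µM here, with at most 30% in a related deaminase screen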;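 further: plate controls were A3A with DMSO for no effect and wells lacking A3A enzyme for full effect; some results filed as inactive read as strong as hits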
mIAP block: blocks mouse intestinal alkaline phosphatase. purified mouse IAP, CDP-Star luminescence, 30 min. inhibition, % at 10 µM. 330,000 compounds, 0.2% hits;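 active means inhibition of at least 40% at 10 µM in the primary screen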;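 further: plate controls were DMSO with enzyme for no effect and no enzyme wells for full effect; values of inactives mirror those of a sister screen read the other way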
hIAP activ: increases human intestinal alkaline phosphatase activity; P09923; purified human IAP, CDP-Star luminescence, 30 min; hits give high values; 1 = vehicle-only enzyme, 0 = enzyme-free background; activation factor at 10 µM; 330,000 compounds, 0.16% hits;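 active means activation factor of the enzyme at least 2-fold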; further: the source names both 10 and 20 µM as test concentration; values of inactives mirror those of a sister screen read the other way
PfGluPho inh: PfG6PD (Plasmodium falciparum) enzyme inhibition; AID 504690; inhibition, % at 20 µM; PfGluPho enzyme, NADPH resazurin-diaphorase fluorescence; 350,000 compounds, 0.78% hits;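 active means inhibition reaching at least a set limit at 20 µM in the primary screen, cut at about 59% in these data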;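 further: 0% = DMSO wells with substrate and 100% = DMSO wells lacking glucose-6-phosphate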
HKDC1 inh: HKDC1 (human) hexokinase inhibition | Q2TB90 | inhibition, % at 20 µM | 340,000 compounds, 0.16% hits | recombinant HKDC1, G6PDH/diaphorase resazurin coupled fluorescence;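 active means inhibition above about 35% when tested at 20 µM, limit read from the data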;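 further: plate controls were DMSO wells with enzyme for no effect and DMSO wells lacking enzyme for full effect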
Target sequence (Q2TB90 whole entry, looked up): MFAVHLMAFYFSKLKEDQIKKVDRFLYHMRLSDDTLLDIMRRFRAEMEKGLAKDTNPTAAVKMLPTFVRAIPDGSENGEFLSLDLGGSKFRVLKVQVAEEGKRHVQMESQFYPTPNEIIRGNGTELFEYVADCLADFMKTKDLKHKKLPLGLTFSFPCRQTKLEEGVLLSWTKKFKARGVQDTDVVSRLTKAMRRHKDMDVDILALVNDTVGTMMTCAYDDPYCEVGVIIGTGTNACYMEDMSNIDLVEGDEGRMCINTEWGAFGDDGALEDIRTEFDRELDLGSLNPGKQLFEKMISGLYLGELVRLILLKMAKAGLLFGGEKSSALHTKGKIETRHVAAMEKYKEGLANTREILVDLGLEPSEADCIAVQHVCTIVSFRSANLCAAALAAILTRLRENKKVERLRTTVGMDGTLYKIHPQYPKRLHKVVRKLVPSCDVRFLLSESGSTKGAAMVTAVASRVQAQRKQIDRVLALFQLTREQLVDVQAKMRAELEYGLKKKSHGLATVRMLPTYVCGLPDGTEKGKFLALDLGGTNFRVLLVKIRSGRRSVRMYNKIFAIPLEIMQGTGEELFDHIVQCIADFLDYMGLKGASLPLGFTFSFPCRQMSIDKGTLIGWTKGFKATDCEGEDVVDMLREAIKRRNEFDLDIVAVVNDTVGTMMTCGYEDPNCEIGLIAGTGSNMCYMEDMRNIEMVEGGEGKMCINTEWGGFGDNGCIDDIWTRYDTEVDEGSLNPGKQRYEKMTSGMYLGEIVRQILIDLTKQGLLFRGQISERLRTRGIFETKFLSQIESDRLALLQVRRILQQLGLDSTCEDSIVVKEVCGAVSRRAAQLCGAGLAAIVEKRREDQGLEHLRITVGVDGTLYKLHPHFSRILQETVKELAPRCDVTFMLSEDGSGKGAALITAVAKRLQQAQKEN
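Test system: recombinant HKDC1 (HK5) hexokinase enzyme, produced in-house / Doses: 20 µM test compound, 1% DMSO / Timing: 90 min, room temperature / Detection: G6PDH/diaphorase-coupled fluorescence, 1 mM NADP, 100 µM resazurin, 525/613 nm / Control set: DMSO wells with and without enzyme mix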
hIAP inh: blocks human intestinal alkaline phosphatase. P09923. purified IAP, CDP-Star luminescence, 30 min. inhibition, % at 10 µM. 330,000 compounds, 0.12% hits. AID 2544;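 active means inhibition reaching a set limit with compound at 10 µM in the primary screen, cut at about 35% in these data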;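 further: plate controls were DMSO wells with enzyme for no effect and no-enzyme buffer wells for full effect; values of inactives mirror those of a sister screen read the other way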
ATG4B inh: ATG4B (human) cysteine protease inhibition. Q9Y4P1. 340,000 compounds, 0.51% hits. inhibition, % at 8.33 µM. ATG4B cleavage of LC3-PLA2, NBD-HPC fluorescence, 1 h. AID 504462; in the data active means inhibition above about 40%
An asterisk follows results filed as active; nt = no result given. This is a random part of the collection (roughly 2.4% active in at least one column).

SMILES	mIAP act	APOBEC3A inh	mIAP block	hIAP activ	PfGluPho inh	HKDC1 inh	hIAP inh	ATG4B inh
Cn1nccc1C(=O)Nc1nnc(C2CC2)s1	1	0	-5	1.1	-5	-7	-7	4
CN1CCc2c(sc(NC(=O)CS(=O)(=O)c3ccccc3)c2C(N)=O)C1	0.97	1	3	1	-11	-3	0	-3
O=C(Cc1ccc2c(c1)OCCO2)N1CCN(S(=O)(=O)c2cccs2)CC1	1.2	-6	-18	1.1	5	-4	-14	-2
Cc1ccc(NC(=O)CCCc2ccccc2)c([N+](=O)[O-])c1	0.94	-6	6	1.3	-3	4	-31	1
COc1ccc(N(C)C(=O)Nc2ccc3c(c2)nnn3C)cc1	0.9	-4	10	0.85	2	-2	15	-2
CCCCCCn1c(=O)c(Cc2ccccc2)c(O)c2ccccc21	1.1	4	-11	1	-5	1	-4	1
O=C(CN1C(=O)NC2(CCc3ccccc3C2)C1=O)NCc1ccco1 (stereo not given)	0.97	-3	2	0.9	-10	-1	10	0
C=C1CCC[C@]2(C)C[C@H]3OC(=O)C(CNCC(C)C)[C@H]3CC12 (stereo not given in full)	1	-1	-1	1	4	-3	-4	6
N#Cc1c(N2C(=O)Nc3ccccc3N2O)sc2c1CCCC2	1.1	2	-11	1	-4	-3	-2	-1
COc1ccc([N+](=O)[O-])cc1NC(=O)CCC(=O)c1cccs1	1	2	0	0.92	2	1	8	-1
Cc1ccc(NC(=O)Nc2cc(S(C)(=O)=O)ccc2Cl)cc1	1.7	-5	-66	1.2	54	1	-16	-5
Cc1ccc(C2(C)NC(=O)N(CC(=O)N(Cc3ccccc3)C(C)(C)C)C2=O)cc1 (stereo not given)	0.96	3	4	1	23	-2	-5	-6
Cc1ccc(C)c(S(=O)(=O)Nc2ccccc2C(=O)Nc2cc(C)on2)c1	0.93	-7	7	1.1	-38	13	-7	-18
COc1ccc(OC)c(NC(=O)C2CCCN(S(=O)(=O)c3ccc(-n4cnnn4)cc3)C2)c1 (stereo not given)	0.92	-4	8	1	15	3	-5	-11
CO[C@H]1CC[C@@]2(C)[C@@H](CC[C@@H]3[C@@H]2CC[C@@]2(C)[C@H]3C[C@H](C(=O)O)O[C@]23CCCO3)C1	1	2	-8	nt	-2	-5	nt	1
O=c1[nH]c2c(s1)C(c1ccc(O)cc1)C1C3CCC(C3)C1S2 (stereo not given)	0.77	0	23	0.84	-9	14	16	11
CCc1ccc(N2CC(C(=O)OCC(=O)c3c(N)n(CC(C)C)c(=O)n(C)c3=O)CC2=O)cc1 (stereo not given)	1.1	2	-8	1	-2	-10	-2	-3
c1ccc(Nc2nc(N3CCCCC3)nc(N3CCNCC3)n2)cc1	1.1	-2	-7	1	22	-10	-1	12
CC1CC(C)CN(CC(=O)Nc2ccc(S(N)(=O)=O)cc2)C1 (stereo not given)	1.1	-7	-6	1.1	6	-7	-7	-4
CSCCCNC(=S)N1CCc2ccccc2C1	0.96	-4	4	0.95	12	0	4	-5
CCOC(=O)C1CCCN(Cc2c(C(=O)N3CCCCC3)nc3c(C)cccn23)C1 (stereo not given)	1	3	0	0.89	-15	-2	11	20
Cc1cccc(N2CCN(C(=O)c3ccccc3NC(=O)C3CC=CCC3C(=O)O)CC2)c1 (stereo not given)	1	-1	-4	1.8	-9	0	-75	6
Cc1nn(Cc2ccc([N+](=O)[O-])cc2)c(=O)n1-c1c(F)cccc1F	0.9	-1	10	0.96	-20	-9	4	0
O=C(O)C1C2CCC(C2)C1C(=O)Nc1cc(F)ccc1F (stereo not given)	0.99	-3	1	0.94	-11	-3	6	2
COCCN(CCOC)C(=S)Nc1ccccc1	1	-4	-1	1.1	-14	-7	-7	-2
New compounds follow.
SMILES	mIAP act	APOBEC3A inh	mIAP block	hIAP activ	PfGluPho inh	HKDC1 inh	hIAP inh	ATG4B inh
Cc1ccc(NC(=O)CN(C)C(=O)c2cccc(S(=O)(=O)NCc3cccs3)c2)cc1	1	2	-5	0.91	3	-2	9	-58
CC(C)(COC(=O)Nc1ccccc1)COC(=O)Nc1ccccc1	1.1	-3	-6	0.94	13	1	6	-5
CCOC(=O)N1CCN(C(=O)CSc2nc(=O)n3cc(C)ccc3n2)CC1	0.93	-5	7	1.3	-18	0	-26	1
C=CCn1c(C)nnc1SCC(=O)Nc1oc(C)c2c(C)n[nH]c(=O)c12	0.99	-1	1	1.1	-6	1	-13	8
CCN(CC)CCNC(=O)c1cc2c(s1)-c1ccccc1SC2	0.9	-2	10	0.94	-4	3	6	2
CSc1ccc(/C=N/Nc2nc(C)cc(C)n2)cc1	1.2	-11	-19	1.2	17	-4	-16	0
CCCc1cc(C(=O)OCC(=O)N(CCC)c2c(N)n(Cc3ccccc3)c(=O)[nH]c2=O)sc1C	0.98	1	2	0.91	-11	-8	9	3
O=C1/C(=C/c2cccnc2)SC(=S)N1C1CCS(=O)(=O)C1 (stereo not given)	0.99	-4	1	1.3	3	-11	-30	6
COCCN1CCn2c(nc3cc(NC(=O)c4cccs4)ccc32)C1	0.82	-2	18	1	8	-6	0	3
CCc1ccc(-c2cc(C)no2)cc1S(=O)(=O)NCCc1ccccc1	1.1	-1	-5	1.1	-1	3	-10	-4
Cc1ccc(S(=O)(=O)N2CCN(CC(=O)Nc3ccccc3C(=O)NC3CC3)CC2)cc1	1.1	-1	-6	0.94	2	-4	6	2
Cc1ccccc1NS(=O)(=O)c1ccc(C(=O)NNC(=O)c2ccccc2O)cc1	0.73	-1	26	1.6	-46	-11	-64	2
CC(C)(C)n1nnnc1C(c1cccs1)N1CCN(Cc2ccc3c(c2)OCO3)CC1 (stereo not given)	0.98	-5	2	0.88	16	-1	12	-2
O=C(CS(=O)(=O)c1ccc(Cl)cc1)Nc1nnc(-c2cccs2)o1	0.96	-2	4	0.92	-10	5	8	1
COc1ccccc1NC(=O)c1sc2nc(Cc3ccccc3)cc(C(F)(F)F)c2c1N	1	0	-1	0.93	0	-5	7	-8
O=C(CCN1C(=O)C2C3C=CC(C4CC34)C2C1=O)Nc1ccc(Cl)cc1O (stereo not given)	1	-3	-4	0.93	4	1	7	-8
COc1ccc(C(=O)n2nc(C)cc2Nc2ccccc2)cc1	1	0	-4	1.2	9	26	-23	-7
COc1ccc(-c2ccc(C#N)c(SCC(=O)Nc3sc4c(c3C#N)CCC4)n2)cc1OC	0.82	-2	18	0.98	-3	4	2	73*
C=CCOc1ccc(Oc2cc(C)nc(SC)n2)nn1	1	-4	-4	0.9	4	1	10	-9
Cc1cc(C)c(C#N)c(SCc2c(F)cccc2[N+](=O)[O-])n1	0.93	0	7	0.81	-6	-6	19	-3
CN(Cc1ccccc1)C(=O)COc1ccccc1	0.98	1	2	0.98	0	1	2	-9
CCOc1ccc(N(C(=O)c2snc(C(N)=O)c2N)C(CC)C(=O)NC2CCCC2)cc1 (stereo not given)	0.97	1	3	0.8	-3	5	20	14
O=C(Nc1ccc2c(c1)C(=O)NC2=O)c1cccc(Cl)c1	0.91	-4	9	0.86	-11	5	14	6
COc1ccc2cc(CO)c3cc(OC)c(OC)cc3c2c1	0.94	-3	6	0.96	-18	5	4	-14
O=C(Cn1cc(/C=C\[N+](=O)[O-])c2ccccc21)Nc1ccccc1	1.1	-2	-10	1.1	-3	13	-7	-5

Reprinted from the part before: 2 compounds, followed by the next part.
SMILES	mIAP act	APOBEC3A inh	mIAP block	hIAP activ	PfGluPho inh	HKDC1 inh	hIAP inh	ATG4B inh
COc1ccc2cc(CO)c3cc(OC)c(OC)cc3c2c1	0.94	-3	6	0.96	-18	5	4	-14
O=C(Cn1cc(/C=C\[N+](=O)[O-])c2ccccc21)Nc1ccccc1	1.1	-2	-10	1.1	-3	13	-7	-5
CC(=O)Nc1ccc(S(=O)(=O)NCC(=O)NNC(=O)COc2ccccc2Cl)cc1	0.77	-1	23	1.5	-20	0	-50	2
CCCNC(=O)c1c(CSc2ccccc2)noc1C(=O)NCc1ccccc1	1	-5	-4	1.2	23	1	-18	3
O=C(CCc1nc(-c2ccccc2F)no1)Nc1cccnc1	0.99	-1	1	1.1	-1	5	-10	-8
C=C(C)c1cccc(C(C)(C)NC(=O)NCCCN2CCCC2=O)c1	1.1	-5	-10	0.83	-16	-10	17	-2
Cc1ccsc1C(=O)NCCC(c1ccccc1)c1ccccc1	0.99	-3	1	1.2	2	-3	-22	41*
Cn1c(Cn2c(=O)sc3ccccc32)nnc1SCC(=O)NCCc1ccccc1	1.1	-1	-15	1.1	-10	0	-6	2
COC(=O)c1ccc(NC(=O)CN2C(=O)c3ccccc3S2(=O)=O)cc1	0.98	-1	2	1.1	-15	-6	-8	3
N#Cc1ccccc1OCC(=O)C1CC1	0.94	-4	6	0.86	-4	-7	14	2
CC(C)(C)C(=O)Nc1nnc(CCc2ccccc2)s1	1	-1	-2	1.2	9	7	-16	-1
COC(=O)c1ccc(N2CCN(C)CC2)c(NC(=O)c2ccc(Br)o2)c1	0.93	0	7	1.1	5	-7	-5	-11
Cc1ccc(C(=O)NCC(=O)N/N=C/c2cccs2)cc1[N+](=O)[O-]	1	5	-4	0.96	31	-7	4	-11
COc1cc(CC(=O)N2CCN(C(=O)C3CCCO3)CC2)cc(OC)c1OC (stereo not given)	0.96	2	4	1.1	-2	-4	-13	-10
CC(C)N(CCNC(=O)c1ccc(OCC2CCCO2)cc1)C(C)C (stereo not given)	1.1	1	-6	1	-21	-2	-4	7
CCOCCCNC(=S)N1CCC(NC(=O)c2ccco2)CC1	0.94	-1	6	0.97	18	-10	3	-9
CC1(C)CC(=O)C=C(C(=O)N2CCCC(CCC(=O)NCc3ccccc3F)C2)O1 (stereo not given)	0.99	1	1	1.1	-12	-3	-5	-12
O=C(Nc1ccccc1)Nc1nnc(COc2ccccc2F)s1	0.89	3	11	1.1	4	-1	-6	-9
O=C(/C=C/c1ccco1)Nc1cccnc1Cl	0.95	3	5	1.1	30	7	-6	-5
Cc1ccc(-c2nnc(Nc3ccc(CC(N)=O)cc3)c3ccccc23)cc1S(=O)(=O)NCC1CCCO1 (stereo not given)	1	2	-1	1.1	15	12	-12	90*
O=C(OC(C(=O)NCc1ccco1)C(OC(=O)c1ccccc1)C(=O)NCc1ccco1)c1ccccc1 (stereo not given)	1.1	-1	-8	0.91	-6	-31	9	1
CC1CCCN(C(=O)CN2C(=O)c3ccccc3C2=O)C1 (stereo not given)	0.94	0	6	0.82	-4	3	18	-5
COc1ccc(NC(=O)CSc2nnnn2C)cc1S(=O)(=O)N1CCCCC1	1.1	-1	-7	0.95	-10	-1	5	5
COc1cc(C2C(C(=O)c3ccco3)=C(O)C(=O)N2CC2CCCO2)ccc1O (stereo not given)	1	-4	-2	0.98	25	-4	2	1
N#Cc1ccc2ccn(CC(=O)N3CCCc4ccccc43)c2c1	1	2	-1	1.1	32	-2	-9	-5
O=C(Nc1ccc(F)cc1)C1CC2CCC1C2 (stereo not given)	1.1	0	-12	0.85	-10	0	14	0
COc1cc(OC)c(C2=NOC(C(=O)N3CCc4ccccc4C3)C2)cc1Cl (stereo not given)	0.91	3	9	0.81	4	7	19	26
O=C1C=C(c2ccccc2Oc2ccccc2)C[C@@H](c2ccc3c(c2)OCO3)C1	0.97	-4	3	1	19	-4	-2	6
O=C(Nc1ccc(F)cc1)c1cnc(-c2ccccc2)nc1-c1ccccc1	0.87	0	13	1.1	-11	-9	-6	-6
